Bioassay records as filed in PubChem.
BCR signal inh: blocks chronic active B-cell receptor signaling | Potency, µM (series often up to 46.1 µM), for inactives: at the highest dose ratio change, negative = lower green/red ratio, most hits filed as inhibitors | hit rate 0.05% among 340,000 | AID 493014 | ABC-DLBCL IkBa-CBG/CBR reporter, luminescence ratio, 4 h; active = well fitted inhibition curve with a large enough effect in the signal ratio, with a control signal flat, not every such curve was filed as active; inconclusive = small, poorly fitted or top-dose-only effect, or effect the other way, or a change in a side signal; the % refers to the signal ratio;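 note: potency is the fitted concentration of half-maximal effect; plate controls were basal doxycycline-induced cells for no effect and cells given 10 µM MG132 for full effect; MG132 reads +100%, hits lower the ratio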
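Doxycycline induced both beetle luciferases in TMD8 lymphoma cells; IKK-driven degradation limits the IkappaBalpha-fused green signal, while red luminescence normalises for cell number and nonspecific effects. Compounds tested up to 46 uM, 4 hrs.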
A-T KAP1 phos: potential ataxia-telangiectasia treatments restoring KAP-1 phosphorylation; […] A-T fibroblasts, KAP-1 phosphorylation AlphaLISA; neocarzinostatin DNA damage 30 min before lysis; Potency, µM (series often up to 57.5 µM), inactives show at the highest dose activation, usual class: activators; hit rate 0.19% among 320,000; note: potency is the fitted concentration of half-maximal effect; % of control where 0% means no effect; nearly all actives have a fitted effect of over 45% in size
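hTERT-immortalized A-T patient fibroblasts ([…]), 500 cells/well in OPTI-MEM, 1% FBS, got compounds for 60 min, then NCS for 30 min at 37C. Lysates were then assayed for phospho-KAP-1 by AlphaLISA (anti-pKAP1 donor, anti-KAP1 acceptor beads), 6 hr at 25C.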
Giardia kill: kills Giardia lamblia. Giardia lamblia trophozoite viability. activity change, % at 7.66 µM, hits read low. hit rate 0.15% among 340,000; in the data active = activity change below about -80%; inconclusive = between about -30% and that limit;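 note: parasites exposed to compound for two days anaerobically before the ATP read; % is set by controls: 0 for no effect and ±100 for the full control effect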
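Luminescent ATP signal served as the viability read-out, measured 15-30 min after adding ATP detection reagent to trophozoites that had been incubated with compounds for 48 hrs at 37 deg C anaerobically at 100 cells/well.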
GALK inhibitor: inhibitors of human galactokinase; P51570; Purified GALK, Kinase-Glo residual ATP luminescence; Potency, µM (doses to about 57.5 µM), without a hit: at the highest dose activity change, negative = inhibition, actives largely listed as inhibitors; hit rate 0.007% among 270,000; AID 1868; note: potency is the fitted concentration of half-maximal effect; % is set by controls: 0 for no effect and ±100 for the full control effect
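Compounds were pin-transferred into ATP buffer (35 uM final), then GALK plus galactose (5 nM, 100 uM final) was added. After 1 h at room temperature, Kinase-Glo Plus was added and luminescence read after 10 min.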
TSHR antag: blocks TSH signaling through the human TSH receptor | P16473 | TSHR-expressing cells, TSH-stimulated cAMP HTRF, 2 h; hits give low values | activity change, negative = inhibition, % at 11.5 µM | hit rate 0.2% among 330,000;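 active = activity change below a set negative limit, meaning inhibition stronger than a set level, cut at about -70% in these data; inconclusive = activity change between two set negative limits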; note: % is set by controls: 0 for no effect and ±100 for the full control effect
Target sequence (P16473 whole entry, looked up): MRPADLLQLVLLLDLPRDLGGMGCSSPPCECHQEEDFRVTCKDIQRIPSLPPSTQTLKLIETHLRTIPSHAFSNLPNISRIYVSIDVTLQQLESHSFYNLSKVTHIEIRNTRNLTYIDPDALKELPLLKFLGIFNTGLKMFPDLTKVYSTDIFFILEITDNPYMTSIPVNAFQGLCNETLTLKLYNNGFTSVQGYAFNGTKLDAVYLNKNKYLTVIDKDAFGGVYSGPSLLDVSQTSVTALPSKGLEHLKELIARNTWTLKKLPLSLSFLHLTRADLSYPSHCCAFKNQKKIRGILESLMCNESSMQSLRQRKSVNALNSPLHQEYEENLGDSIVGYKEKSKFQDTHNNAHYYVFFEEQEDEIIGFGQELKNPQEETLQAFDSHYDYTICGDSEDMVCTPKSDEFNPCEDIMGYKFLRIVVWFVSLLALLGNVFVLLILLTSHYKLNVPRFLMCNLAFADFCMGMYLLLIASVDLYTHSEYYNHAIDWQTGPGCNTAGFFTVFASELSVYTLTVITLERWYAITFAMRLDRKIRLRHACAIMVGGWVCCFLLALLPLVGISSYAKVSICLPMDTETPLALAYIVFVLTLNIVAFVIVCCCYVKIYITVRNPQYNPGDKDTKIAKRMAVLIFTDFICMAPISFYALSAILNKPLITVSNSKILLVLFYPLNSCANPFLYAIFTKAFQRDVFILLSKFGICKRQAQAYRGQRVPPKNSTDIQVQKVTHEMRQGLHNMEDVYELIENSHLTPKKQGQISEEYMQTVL
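Cell-based HTRF cAMP assay; TSHR cells + compound, TSH EC80 (4nM final), 2 h, 37 deg C. Lysis with anti-cAMP cryptate and cAMP-d2, 30 min RT, read 665/620 nm.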
Coupling enz: coupling enzyme interference in Giardia aldolase counter-screen. hit rate 0.67% among 290,000. activity change, negative = inhibition, % at 58.2 µM, hits read low. coupling enzyme system counterscreen, AmpLite Red fluorescence; in the data active = activity change below about -30%; note: % is set by controls: 0 for no effect and ±100 for the full control effect
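Counterscreen of the coupled detection system alone, without aldolase: glyceraldehyde-3-phosphate coupling enzymes plus AmpLite Red readout. Compounds at 57.5 uM final, 10 min RT preincubation, 20 min RT reaction, fluorescence 525/598 nm.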
TCR activator: activates T cell receptor signaling. 330,000 tested, under 10 active. AID 504894. Potency, µM (series often up to 9.22 µM), for the others: top-dose activation of IL-2 secretion, actives largely listed as activators. primary human leukocytes, anti-CD3, IL-2 HTRF, 48 h; note: % of control where 0% means no effect
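Using a-CD3 beads without co-stimulation, primary human leukocytes were exposed to compounds for 48 hr. An HTRF IL-2 kit measured the cytokine, with europium-to-d2 energy transfer producing emission at 665nm upon 320nm excitation.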
CXXC DNA block: blocks binding of human MLL CXXC domain to DNA. MLL-CXXC / FITC-HOXA9 DNA fluorescence polarization. Potency, µM (titrated, usually from 115 µM), for inactives: at the top dose activity change, negative = inhibition, usual class: inhibitors. hit rate 0.037% among 290,000. AID 2662; active = well fitted inhibition curve with a large enough effect in the polarisation, with a control signal flat, not every such curve was filed as active; inconclusive = small, poorly fitted or top-dose-only effect, or effect the other way, or a change in a side signal; inactive = no such curve, though single readings can be large or run the other way; the % refers to the polarisation; note: potency is the fitted concentration of half-maximal effect
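Fluorescence polarization: 7 uM MLL-CXXC (stock) preincubated 5 min with compounds, then 50 nM fluorescein-HOX-A9 DNA (stock) added; 30 min ambient. Buffer 50 mM Tris-HCl pH 7.5, 50 mM NaCl, 1 mM DTT, 0.05% BSA.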
KCNH2 WT inh: blocks the wildtype human KCNH2 potassium channel | Q12809 | U2OS, BacMam KCNH2, thallium flux FluxOr; hits give low values | activity change, % at 1.84 µM | hit rate 0.37% among 340,000 | AID 720551;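 active = maximum activity change below -70%; inconclusive = maximum activity change between -70% and -50%; inactive = maximum activity change above -50%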; note: % is set by controls: 0 for no effect and ±100 for the full control effect
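U2OS cells transduced with wild-type KCNH2 virus are loaded with FluxOr dye for 45 min, and thallium flux is measured in kinetic reads before and after stimulation buffer. Rate constants are normalized to DMSO controls.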
Tb PFK inh: T. brucei PFK enzyme inhibition. Potency, µM (series often up to 57.5 µM), for inactives: at the highest dose activity, negative = inhibition, hits mostly inhibitors. hit rate 0.17% among 330,000. T. brucei PFK, ADP-Glo luminescence. AID 485367;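 note: potency is the fitted concentration of half-maximal effect; 0% = uninhibited 1x PFK enzyme wells and -100% = no-enzyme wells; nearly all actives have a fitted effect of over 60% in size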
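Activity is normalized to no-enzyme wells (full inhibition) and 1.25 nM enzyme wells (no inhibition). Reaction: 0.5 mM F6P, 0.1 mM ATP, 45 min RT, ADP-Glo luminescence; concentration-response curves fitted and classed by quality.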
* hit, by the source's call; ? = inconclusive; / = no result given; & = joins results of further samples; [ ] = remark or other dose. Unless noted, calls come from the whole dose curve; as a rule, active = well fitted curve in the direction sought with a large enough effect; inconclusive = small, poorly fitted or top-dose-only effect, or another doubt; inactive = no such curve, though single readings can be large; an effect the other way counts as inactive or inconclusive.

canonical_smiles	GALK inhibitor	CXXC DNA block	Coupling enz	TCR activator	Tb PFK inh	Giardia kill	TSHR antag	A-T KAP1 phos	KCNH2 WT inh	BCR signal inh
COc1ccccc1/C=N/NC(=O)CNC(=O)c1ccccc1	1%	-5%	1	2%	-3%	-6	2	7%	-1	4%
O=C(CCOc1ccccc1)Nc1ccc(S(=O)(=O)Nc2ncccn2)cc1	/	/	/	57%	-25%	-13	-7	1%	-3	0%
Cc1ccc(-c2nc3ccccc3[nH]2)cc1NC(=O)/C=C/c1ccco1	0%	-2%	2	/	-22%	-8	4	-3%	8	19%
O=C(Nc1ccc(N2CCN(Cc3ccccc3F)CC2)cc1)c1ccc([N+](=O)[O-])o1	8%	2%	/	-5%	-13%	-96*	-18	14%	18	?
Cc1nc(NCc2cccnc2)c2c3c(sc2n1)CC(C)CC3 (stereo not drawn)	-5%	-11%	0	-4%	0%	3	-9	21%	/	?
Cc1cc2occ(CC(=O)NC3=NCCS3)c2cc1C(C)C	9%	5%	0	-1%	1%	-7	-10	2%	-8	0%
COC(=O)c1c(NC(=S)NNS(=O)(=O)c2ccc(OC)cc2OC)sc2c1CCCCCC2	-7%	3%	/	-4%	1%	5	-4	3%	-1	6%
COc1ccc(C(=O)NC(C)c2nnc(SCC(=O)Nc3nc(C)cs3)n2C)cc1 (stereo not drawn)	0%	-6%	-1	/	1%	0	2	0%	28	18%
Cn1c(=O)n(CCOc2ccc([N+](=O)[O-])cc2)c2ccccc21	-2%	-6%	-1	0%	-7%	3	5	-35%	12	-9%
Cc1ccc(N2C(=O)S/C(=C/c3cn(C)c4ccccc34)C2=O)cc1	0%	2%	-5	2%	-6%	10	5	0%	-29	?
Oc1c(CN2CCCC2)cc(COCc2ccccc2)c2cccnc12	/	/	/	-7%	2%&2%	-25	-3&4	-15%&7%	/	8%&1%
Cc1nnc(N2CCC(C(=O)N3CCCCCC3)CC2)c2nn(-c3ccc(Cl)cc3)c(C)c12	4%	1%	/	-4%	2%	-3	-3	5%	13	?
CC1Cc2ccccc2N1C(=O)c1cnsn1 (stereo not drawn)	-3%	0%	1	-5%	-8%	19	-10	-1%	2	?
CC(=O)C1CCN(Cc2ccccc2)CC1	1%	15%	1	-2%	-2%	-5	4	-4%	-3	0%
CCN(CC)S(=O)(=O)c1ccc(C(=O)NCC(=O)N/N=C/c2ccccc2OC)cc1	4%	27%	/	3%	-9%	?	4	6%	4	-1%
CN(Cc1cccs1)C(=O)CCCc1c[nH]c2ccccc12	13%	2%	-2	/	2%	-11	5	-2%	10	-10%
CCOc1ccc(N(CC(=O)Nc2nccs2)S(=O)(=O)c2c(C)noc2C)cc1	0%	0%	-4	-1%	-17%	4	-8	12%	2	1%
Cc1cccc(CNC(=O)C2CCC(=O)N(CCc3cccc(F)c3)C2)n1 (stereo not drawn)	/	-1%	1	-1%	0%	6	-2	2%	-2	-17%
COc1cccc(C2/C(=C(/O)c3ccncc3)C(=O)C(=O)N2CCCN(C)C)c1 (stereo not drawn)	4%	3%	-1	/	0%	/	-1	1%	/	5%
O=C1NC(=O)c2cc(NC(=O)C3CCCCC3)ccc21	0%	8%	1	-5%	-12%	-2	-2	-6%	3	?
O=C(c1cccc(Cl)c1)C1CCCN(S(=O)(=O)c2ccccc2)C1 (stereo not drawn)	-4%	-1%	/	1%	2%	11	-12	0%	2	10%
COc1cc(C2NCCc3c2[nH]c2ccccc32)ccc1OC(C)C (stereo not drawn)	12%	4%	0	/	4%	/	12	0%	/	?
Cc1c(OCC(=O)NCC(O)c2ccccc2)ccc2c(-c3ccccc3)cc(=O)oc12 (stereo not drawn)	/	-3%	0	-3%	1%	15	6	7%	0	?
O=C(O)c1ccc(CSc2ncnc3c2cnn3Cc2ccccc2)cc1	0%	2%	20	4%	-1%	9	-19	-2%	1	?
COc1ccc(C)cc1NC(=O)c1[nH]c(C)c(C(C)=O)c1C	-3%	-15%	-3	1%	-3%	17	6	35%	-9	0%
COc1ccc2nc(C)cc(SCC(=O)N/N=C/c3ccc(O)cc3O)c2c1	0%	1%	2	-7%	5%	6	-8	-9%	4	?
Cc1ccc(C(=O)NNC(=O)CNc2cccc(Cl)c2)cc1	0%	-8%	-5	9%	19µM*	10	-4	8%[11.5 µM]	2	0%
COc1cc([N+](=O)[O-])ccc1NC(=O)CSc1nncn1-c1cccnc1	14%	0%	0	-2%	1%	12	18	-2%	-4	6%
CCOC(=O)c1cc[nH]c1CC(=O)NC	2%	41%[activator]	-1	9%	1%	-28	-4	-8%	-6	-2%
O=C(Nc1ccc2c(c1)OCO2)C1CC(c2cccc(Br)c2)=NO1 (stereo not drawn)	-2%	4%	0	-1%	1%	12	8	-2%	-14	-2%
COC(=O)[C@H](C)NC(=O)Nc1ccc(Oc2ccccc2)cc1	4%	-8%	4	0%	1%	3	0	-8%	-9	-1%
Cc1ccc(Cn2c(N3CCN(C)CC3)nc3c2c(=O)[nH]c(=O)n3C)cc1	6%	-9%	2	6%	-1%	-1	0	12%	-15	-1%
CC(=O)Nc1cccc(OCC(=O)Nc2sccc2C(N)=O)c1	/	3%	0	5%	25%	5	5	1%	-15	?
COc1cc(C(=O)NCc2cc(C)nc3ccccc23)cc(OC)c1OC	-4%	3%	5	3%	-2%	-1	-2	2%	0	?
CCN(CC)CCCNC(=O)Cn1cnc2ccc(S(=O)(=O)N3CCC(C)CC3)cc2c1=O	-4%	-3%	0	-2%	2%	-3	2	0%	3	-7%
COc1cc(NC(=O)Cc2nn(C)c(=O)c3ccccc23)cc(OC)c1OC	1%	2%	1	-1%[46.1 µM]	1%	-5	-5	-5%	3	1%

Some of these compounds in order of SMILES length, high to low:
canonical_smiles	GALK inhibitor	CXXC DNA block	Coupling enz	TCR activator	Tb PFK inh	Giardia kill	TSHR antag	A-T KAP1 phos	KCNH2 WT inh	BCR signal inh
O=C(Nc1ccc2c(c1)OCO2)C1CC(c2cccc(Br)c2)=NO1 (stereo not drawn)	-2%	4%	0	-1%	1%	12	8	-2%	-14	-2%
COc1ccc(C)cc1NC(=O)c1[nH]c(C)c(C(C)=O)c1C	-3%	-15%	-3	1%	-3%	17	6	35%	-9	0%
CCOC(=O)c1cc[nH]c1CC(=O)NC	2%	41%[activator]	-1	9%	1%	-28	-4	-8%	-6	-2%

More entries follow:
canonical_smiles	GALK inhibitor	CXXC DNA block	Coupling enz	TCR activator	Tb PFK inh	Giardia kill	TSHR antag	A-T KAP1 phos	KCNH2 WT inh	BCR signal inh
Cc1cccc(NC(=O)c2cccc(NC(=O)c3ccccc3)c2)n1	-2%	9%	1	-5%	2%	6	-10	9%	22	1%
CC(C)CCNC(=O)C1CC(c2ccc(C(F)(F)F)cc2)=NO1 (stereo not drawn)	6%	-2%	4	-5%	-1%	-9	-14	26%	3	9%
CCc1cc2c(SCC(=O)NCC3CCCO3)ncnc2s1 (stereo not drawn)	/	/	/	-1%	-4%	18	-13	-9%	-7	-3%
O=C(CN1CCCN(S(=O)(=O)c2ccc(F)cc2)CC1)Nc1c(Cl)cccc1Cl	9%	-1%	0	-2%	1%	-24	-3	2%	6	-10%
COc1ccc(-n2cc(C(=O)c3cc(Cl)ccc3O)cc(C#N)c2=O)cc1	-1%	4%	-2	0%	-6%	8	-8	0%	-25	?
NNC(=O)CNc1cccc(Cl)c1	0%	-1%	3	4%	12µM*	4	17	-2%	11	-15%
O=C(Cn1cncn1)NCc1cccc(C(F)(F)F)c1	0%	-10%	1	6%	-4%	3	6	5%	3	5%
CCC(CC)C(=O)Nc1nnc(S(=O)(=O)N2CCCCCC2)s1	/	-2%	1	-4%	-6%	2	-6	4%	4	-5%
COc1ccc(N2CC(C(=O)NC3CCSC3=O)CC2=O)cc1 (stereo not drawn)	0%	-9%	4	-4%	7%	1	36	?	9	3%
O=C(CNC(=O)C1CCCCC1)OCC(=O)c1ccc(Br)cc1	5%	0%	-1	-6%	1%	-9&18	12	-3%	0	1%
Clc1cncc(Cl)c1N/N=C/c1ccncc1	1%	0%	-1	5%[46.1 µM]	-2%	-16	0	-1%	-6	?
COC(=O)c1cccc(S(=O)(=O)N2CCC(n3nnc4cc(F)ccc43)CC2)c1	-1%	0%	0	-3%	-12%	-12	-2	10%	36	-1%
Cc1nnc(NC(=O)CSc2nnc(Cc3cccn3C)n2-c2cccc(C(F)(F)F)c2)s1	0%	4%	1	0%	4%	-5	5	-6%	-9	-3%
CC1(C)CC(=O)CC(=O)/C1=N\Nc1c(Cl)cc(Cl)cc1Cl	3%	0%	-2	-2%[46.1 µM]	-7%	-2	-6	-6%	-11	?
CC(C)c1ccc(C2CC(c3ccc(Br)cc3)=NN2C(N)=S)cc1 (stereo not drawn)	/	-7%	2	21%[46.1 µM]	-4%	-3	-7	0%	?	0%
Cc1cc(=O)oc2cc(NC(=S)NCc3ccccn3)ccc12	-1%	?	-2	-7%	1%	7	-2	-3%	-9	-1%
